# Screening data as filed in PubChem BioAssay.
# FadD28 binding = blocks FadD28 binding to the bisubstrate probe; actives 0.22% (n = 360,000); fluorescence polarization; inhibition, % at 12.5 µM; in the data active = inhibition above about 8.5%, passing the limit was not always enough; inconclusive = no clear call, values can overlap the other calls
# Mtb BioA inh = BioA (M. tuberculosis) enzyme inhibition; inhibition, % at 9.99 µM; actives 0.096% (n = 360,000); purified M. tuberculosis BioA enzyme, plate reader; in the data active = inhibition above about 40%; inconclusive = no clear call, values can overlap the other calls
# Mtb UGM inh = Mtb UDP-galactopyranose mutase inhibition; P9WIQ1; AID 504406; purified UGM, fluorescence polarization probe displacement; inhibition, % at 10 µM; actives 0.06% (n = 320,000); in the data active = inhibition above about 10%, passing the limit was not always enough; inconclusive = no clear call, values can overlap the other calls
# Target sequence (P9WIQ1 whole entry, looked up): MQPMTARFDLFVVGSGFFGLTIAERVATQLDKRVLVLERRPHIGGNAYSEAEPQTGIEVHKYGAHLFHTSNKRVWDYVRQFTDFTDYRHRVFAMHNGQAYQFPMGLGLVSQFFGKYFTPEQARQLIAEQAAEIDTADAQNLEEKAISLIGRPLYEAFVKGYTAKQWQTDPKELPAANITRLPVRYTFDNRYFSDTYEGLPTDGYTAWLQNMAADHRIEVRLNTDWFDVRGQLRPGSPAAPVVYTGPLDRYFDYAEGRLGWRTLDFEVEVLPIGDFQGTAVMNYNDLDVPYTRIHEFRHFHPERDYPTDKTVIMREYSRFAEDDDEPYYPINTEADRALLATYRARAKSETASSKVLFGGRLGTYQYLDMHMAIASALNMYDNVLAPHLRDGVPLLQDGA
# GDH-TPI inh = counter-screen for M. tuberculosis FBA inhibitors: GDH-TPI coupled enzymes; GDH-TPI coupled enzyme counterscreen, NADH absorbance; inhibition, % at 4.8 µM; actives 1.2% (n = 360,000); AID 588335;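 also: 0% = DMSO wells and 100% = wells lacking the enzyme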
# BoNT A protease = BoNT A light chain protease inhibition. multiplex microsphere protease substrate cleavage, flow cytometry. inhibition, % at 10 µM. actives 0.17% (n = 360,000). AID 588499; in the data active = inhibition above about 30%; inconclusive = no clear call, values can overlap the other calls; also: plate controls were buffer without enzyme for full effect and enzyme alone for no effect
# Mtb FBA inh = inhibitors of M. tuberculosis fructose-bisphosphate aldolase; purified M. tuberculosis FBA, fluorescence read-out; inhibition, % at 1 µM; actives 2.3% (n = 360,000); in the data active = inhibition above about 27%;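 also: 0% = vehicle and 100% = reference inhibitor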
# Target sequence (P9WQA3 whole entry, looked up): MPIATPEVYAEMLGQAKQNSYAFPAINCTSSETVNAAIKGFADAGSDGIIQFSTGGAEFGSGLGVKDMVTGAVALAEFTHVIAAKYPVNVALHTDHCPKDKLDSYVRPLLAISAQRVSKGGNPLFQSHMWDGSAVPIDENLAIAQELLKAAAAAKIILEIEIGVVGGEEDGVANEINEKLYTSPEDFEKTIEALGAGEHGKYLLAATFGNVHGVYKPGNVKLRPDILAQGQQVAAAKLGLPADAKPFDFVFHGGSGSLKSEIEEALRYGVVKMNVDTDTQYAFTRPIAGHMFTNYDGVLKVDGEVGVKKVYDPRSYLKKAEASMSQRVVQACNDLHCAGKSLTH
# PrPC surface inh = reduces human prion protein on the cell surface. actives 0.43% (n = 370,000). inhibition, % at 13.8 µM. cell surface PrPC, TR-FRET read-out. P04156; in the data active = inhibition above about 24%; also: 0% = median of the test wells and 100% = reference compound wells
# BoNT F protease = blocks Botulinum neurotoxin F light chain protease. Multiplex microsphere protease cleavage assay, flow cytometry. inhibition, % at 10 µM. actives 0.22% (n = 360,000). AID 588497; in the data active = inhibition above about 35%, passing the limit was not always enough; inconclusive = no clear call, values can overlap the other calls; also: plate controls were buffer without enzyme for full effect and enzyme alone for no effect
# CCHF vOTU inh = CCHFV vOTU protease inhibition; Pep-AMC fluorescence; inhibition, % at 11.5 µM; actives 0.55% (n = 370,000); also: 0% = vehicle wells with enzyme and 100% = no enzyme wells
# An asterisk follows results filed as active; ? = inconclusive; nt = not tested or not shown; & = joins results of further samples. Rule as the data show it, unless noted: active = inhibition above about 30%; inactive = the rest.
SMILES,FadD28 binding,Mtb BioA inh,Mtb UGM inh,GDH-TPI inh,BoNT A protease,Mtb FBA inh,PrPC surface inh,BoNT F protease,CCHF vOTU inh
CCCC(C)(C)C(=O)N1CCC1(C)C(=O)NS(=O)(=O)c1ccc(Cl)cc1 (stereo not drawn),-0.4,-1.0,nt,15.0,0.0,2.1,-2.5,2.1,2.1
O=C1NCC(O)=C1C=NC12CC3CC(CC(C3)C1)C2,0.1&1.6,nt,0.5&1.8,4.5&15.0,2.5&3.0,-0.3&1.0,6.9&8.5,8.1&20.3,-15.0&-1.0
CCN(CC)CCCNC(=O)C1CCN(C(=O)c2cc3sccc3n2Cc2ccc(F)cc2)CC1,-4.8,-0.6,-1.3,7.3,0.1,-0.6,-9.7,-0.1,7.0
S=c1sc2c(N3CCOCC3)ncnc2n1-c1ccccc1,-5.0,-1.0,3.3,8.9,-0.8,-1.2,6.9,-3.1,-2.9
O=C(Nc1ccccc1)C1=C[C@@H](c2csc3ccccc23)C[C@@H](OCc2ccc(CO)cc2)O1,2.1,0.1,-0.5,10.8,-0.4,1.8,12.4,-1.7,-0.1
O=C(Nc1cccc(-c2cccc(Cl)c2)c1)C1CCN(Cc2nccs2)CC1,-15.5,-0.8,nt,-1.8,-0.1,-2.6,0.0,-7.9,-5.4
Cc1ccc(S(=O)(=O)c2c(C)cc(C)nc2Oc2cccc(C(F)(F)F)c2)cc1,0.3,0.5,-1.4,-15.2,-0.2,1.3,5.1,-8.6,9.1
CCOC(=O)CSc1nnc(NC(=O)C2CC(=O)N(c3ccc(F)cc3)C2)s1 (stereo not drawn),-2.8,-1.6,1.0,3.2,2.2,-1.9,2.8,-4.3,0.0
O=C(NCc1ccco1)c1cccc(S(=O)(=O)N2CCCC2)c1,0.8,-0.5,nt,0.7,0.5,2.3,0.5,5.8,-5.2
COc1ccccc1NC(=O)Nc1ccc2c(c1)OCCO2,0.3,0.0,-0.2,11.3,0.4,-1.8,0.1,-4.1,7.8
COc1ccc(C)cc1S(=O)(=O)N(CC(=O)NC1CCCC1)c1ccc(F)cc1,-0.9,0.6,2.7,2.7,-2.0,1.9,1.6,-1.8,2.8
Cc1ccccc1S(=O)(=O)NC(=O)C1(C)CCN1C(=O)Cc1cc(F)ccc1F (stereo not drawn),0.0,0.5,nt,12.4,0.0,0.0,0.6,1.2,-6.9
CCCCOP(=O)(c1ccc(N(C)C)cc1)C(O)c1c(Cl)cccc1Cl (stereo not drawn),1.5,0.9,-2.3,2.0,-1.9,4.8,3.5,-1.6,15.3
COc1cccc(CNC2CCCC2)c1,-2.8,-1.0,2.8,-12.6,0.3,3.5,nt,-3.7,nt
C/C(=N\NC(=O)c1cccs1)c1cccnc1,0.2,nt,-1.3,-1.6,-0.8,0.1,1.4,-5.5,-3.7
O=S(=O)(Nc1ncccn1)c1ccc(NC(=S)N2CCN(c3cccc(C(F)(F)F)c3)CC2)cc1,-0.5,0.9,0.1,3.8,-0.7,2.6,0.1,-6.7,5.6
CC(C)C(=O)NCCc1nc2ccccc2n1C,-0.2,-0.1,1.3,2.5,0.6,-6.1,-1.4,13.9,-2.9
Cc1cc(C(=O)N[C@H](c2ccccc2)[C@@]2(C)C[C@@H]2[C@@H](C)C(=O)Nc2ccc3ccccc3c2)n(C)n1,-5.1,-1.3,1.8,6.8,-0.1,-2.5,14.6,-4.7,20.4
Cc1ccc(C)c(NC(=O)CCC(=O)OC(C(=O)c2ccccc2)c2ccccc2)c1 (stereo not drawn),-1.3,-2.7,0.4,16.0,2.2,-3.8,-4.3,2.6,-2.0
CCOC(=O)C1(CCCc2ccccc2)CCN(C(=O)CCc2cnccn2)CC1,0.1,nt,-0.6,4.2,-0.5,1.5,-4.2,-1.7,-5.7
Cc1sc(NC(=O)COc2ccccc2)c(C#N)c1C,-3.1,nt,0.6,0.0,-0.5,-3.2,16.1,-5.5,12.2
CCOc1ccc(S(=O)(=O)NCCC(=O)N(C)CC(=O)Nc2ccc(OC)cc2)cc1,-3.2,0.0,0.8,-4.1,-5.7,-2.0,7.1,-14.6,0.6
COc1ccc(NC(=O)CCn2ccnc2)c(OC)c1,1.2,-0.6,0.2,12.2,2.8,0.5,2.5,-36.1,-16.9
N#Cc1c(Cn2cncn2)nc(=O)n(-c2ccccc2)c1N,0.3,0.5,-1.3,4.4,-2.6,17.7,-2.1,-11.6,-0.3
Cc1nn(C)cc1CN(C)C(=O)c1ccc(OC2CCN(Cc3ccccn3)CC2)cc1,0.3,0.6,2.6,3.9,-1.4,-0.8,-4.5,-1.4,3.1
SMILES,FadD28 binding,Mtb BioA inh,Mtb UGM inh,GDH-TPI inh,BoNT A protease,Mtb FBA inh,PrPC surface inh,BoNT F protease,CCHF vOTU inh
CSc1nc2c(c(=O)[nH]1)C(c1cccc(Cl)c1)CC(=O)N2 (stereo not drawn),-3.3,nt,-2.8,-0.3,-1.4,-1.6,6.4,-0.5,1.1
CC(C)(C)c1cc(N)n(-c2ccc(C(=O)O)cc2)n1,-3.2,nt,0.3,4.1,-0.9,-4.6,-6.4,-4.3,1.4
COc1ccccc1C(=O)N(C)c1nnc(-c2ccccc2)s1,-0.9,0.8,3.5,-8.6,-3.7,0.1,10.4,-15.1,3.9
O=C(COc1cccc2cccnc12)N/N=C1\SCC(=O)N1CCc1ccccc1,-1.7,nt,1.0,-1.2,-0.2,0.8,-2.2,2.0,-17.1
CC(C)CN1C(=O)C(=Nc2cccnc2)c2ccccc21,-3.8,nt,0.9,0.9,0.6,0.1,-2.0,1.8,8.7
O=C(/C=C/c1ccccc1)CC(=O)c1ccccc1O,-1.8,nt,-2.2,8.6,0.2,1.2,-9.0,-6.6,1.4
COc1ccccc1NC(=O)C(Sc1ccccc1)c1ccccc1 (stereo not drawn),-1.2,nt,2.4,1.8,-0.4,5.5,-6.5,-4.5,2.9
COc1ccc(C2c3[nH]c4ccccc4c3C[C@H]3C(=O)N(CCCO)CC(=O)N23)cc1OC (stereo partly drawn),2.1,-0.3,-2.9,-3.0,1.3,4.4,10.9,13.0,-5.6
CC[C@]12c3[nH]c4ccccc4c3CCN1C(=O)C(CC(=O)NCCCN(C)C)C[C@@H]2C(=O)N1CCN(C(=O)C2CC2)CC1 (stereo partly drawn),-1.6,0.1,0.0,3.6,0.1,2.1,2.2,-4.9,4.5
Cc1ccccc1NC(=S)N1CCN(Cc2ccccc2)CC1,-2.5,nt,-0.2,3.6,-0.4,4.3,-5.8,-2.7,-6.2
CC(=O)NCCC(=O)Nc1sc2c(c1-c1nc3ccccc3[nH]1)CCCC2,-0.5,nt,-6.5,24.8,1.6,11.3,-2.2,-4.0,0.2
CCc1ccc(C(=O)COC(=O)c2cc([N+](=O)[O-])ccc2N2CCOCC2)cc1,-4.7,-1.3,0.3,4.9,5.2,-4.5,-13.2,2.9,1.4
Cc1ccccc1-c1noc(C(C)NC(=O)c2ccco2)n1 (stereo not drawn),-0.9,1.1,2.1,-1.5,1.6,1.4,9.1,25.7,-2.4
CN(C)Cc1c[nH]c2cc([N+](=O)[O-])ccc12,-5.0,-1.5,nt,11.4,0.1,-4.8,-19.9,-8.8,12.3
O=C(NC1CCCCC1)C(c1ccc2ncccc2c1)N(Cc1ccc(F)cc1)C(=O)c1ccc2c(c1)OCCO2 (stereo not drawn),-2.2,-1.1,-2.9,3.3,-0.1,1.5,5.7,-2.0,1.7
O=C(CSc1nnc2ccccn12)NNC(=O)c1ccc(Br)cc1,-2.5,-3.3,1.8,-1.3,0.3,3.0,5.7,1.4,-6.3
CCN(CC)CCNC(=O)c1sc2ncn(CC(=O)Nc3ccc(C)c(Cl)c3)c(=O)c2c1C,-2.6,nt,-0.9,7.4,-0.1,-0.1,-16.9,0.6,-1.0
COc1cc(SC)ccc1C(=O)Nc1cccc(C2OCCCO2)c1,-2.2,1.1,0.9,1.8,-1.8,0.0,-5.7,1.4,5.2
N#CCCN(CCC#N)S(=O)(=O)c1ccc(C(=O)Nc2nc(-c3ccccc3)c(C(=O)c3ccccc3)s2)cc1,-4.3,0.5,1.8,3.8,-1.1,-1.3,-2.3,-8.7,3.9
COc1ccc(-c2csc(=Nc3c(C)n(C)n(-c4ccccc4)c3=O)n2C(C)(C)C)cc1,-2.6,-0.8,1.9,-9.2,0.3,-3.3,-4.5,8.3,-6.1
CCSC1=N/C(=C/c2ccsc2)C(=O)N1c1ccccc1,-2.4,nt,-1.3,11.4,1.8,5.2,-2.7,-0.9,-7.2
CC1(C)CC(=O)C2=C(C1)N(Cc1ccco1)C(=O)C2(NC(=O)C1CCCCC1)C(F)(F)F (stereo not drawn),-2.5,-1.2,-7.3,7.8,0.6,-2.3,-1.5,1.4,11.5
O=C(c1ccccc1)N1CCn2c(nc3ccccc32)C1,-3.5,37.4,-0.8,-13.6,?,-5.0,-0.6,4.1,-4.0
CCOC(=O)N1CCN(C(=O)C[C@@H]2C[C@@]3(C(=O)OCC)CCC=C3N(Cc3cccc4ccccc34)C2=O)CC1,nt,nt,nt,nt,-0.5,nt,0.0,-0.3,3.1
COc1ccc(OC)c(NC(=O)C2(C)CCN2CCOc2ccccc2)c1 (stereo not drawn),-0.3,0.1,nt,16.8,0.2,0.5,4.4,-8.9,1.8
SMILES,FadD28 binding,Mtb BioA inh,Mtb UGM inh,GDH-TPI inh,BoNT A protease,Mtb FBA inh,PrPC surface inh,BoNT F protease,CCHF vOTU inh
CCOP(=O)(OCC)C(NC(=O)c1cccs1)C(F)(F)F (stereo not drawn),-1.3,nt,-0.5,4.4,-1.3,5.7,5.3,-4.4,-8.3
N#Cc1nc(COc2ccccc2Cl)oc1NCc1ccc(F)cc1,-2.7,-4.2,nt,0.0,-5.5,-0.2,8.0,-8.1,19.7
COc1ccccc1NC(=O)c1sc2nc(N3CCOCC3)c3c(c2c1N)CCCC3,-1.3,-1.0,-1.6,-5.6,0.4,10.0,-5.0,2.9,-5.2
CCC(CC)C(=O)N(C)c1c(C)nc2c(OCc3ccccc3OC)cccn12,0.1,0.9,nt,8.9,0.2,-1.5,6.5,-3.2,0.1
Cc1ccc(S(=O)(=O)Nc2cccc(C(=O)N3CCC(C(N)=O)CC3)c2)cc1,-1.1,6.4,nt,10.8,-0.1,0.8,-4.2,0.6,5.1
O=C(c1csc(Nc2ccccc2Cl)n1)N1CCCC1,-5.4,1.0,0.4,-1.0,0.7,2.1,2.0,2.3,-1.3
CCOc1ccc(S(=O)(=O)Nc2ccc(C(=O)NCC3CCCO3)cc2)cc1 (stereo not drawn),3.7,8.7,0.0,-11.6,0.8,-0.3,0.1,7.1,6.2
CCOc1ccccc1Nc1cc(C)nc2nc(C)nn12,-0.6,-1.1,-1.0,-5.0,-1.2,3.4,-0.8,-1.2,13.9
COc1cccc(N2CCN(Cc3cccnc3)CC2)c1,-3.4,-0.3,-1.3,-10.6,-0.3,-3.6,-2.7,-4.1,1.2
O=C(C[n+]1ccccc1)Nc1ccccc1C(F)(F)F,-0.9,-1.1,-3.2,8.4,?,1.8,-4.2,?,0.2
Cc1nc(N2N=C3/C(=C/c4ccc(F)cc4)CCCC3C2c2ccc(F)cc2)sc1C(=O)N(C)C (stereo not drawn),-0.7,-0.1,nt,3.8,2.1,7.5,3.1,-14.5,7.8
CCc1nnc(NC(=O)c2cccnc2SC)s1,3.4,nt,1.1,6.9,0.0,4.0,6.2,-5.3,10.4
